UBC13 polyUb: human UBC13 polyubiquitination inhibition; P61088; UBC13 polyubiquitin chain formation, TR-FRET; inhibition, % at 20 µM; 330,000 tested, 0.47% active; in the data active means inhibition above about 45%, passing the limit was not always enough
Target sequence (P61088 whole entry, looked up): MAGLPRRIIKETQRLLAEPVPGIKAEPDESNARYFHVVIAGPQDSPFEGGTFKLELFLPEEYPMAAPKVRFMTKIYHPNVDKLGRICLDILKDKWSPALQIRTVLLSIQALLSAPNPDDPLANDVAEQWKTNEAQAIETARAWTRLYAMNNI
EBI2 antag: blocks human EBI2 receptor beta-arrestin signaling. inhibition, % at 5 µM. EBI2 beta-arrestin recruitment, luminescence, 7a,25-OHC stimulated. AID 651636. 360,000 tested, 0.81% active. P32249; in the data active means inhibition above about 38%;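 further: enzyme fragment complementation signal reports receptor beta-arrestin coupling in cells; 0% = agonist plus DMSO wells and 100% = wells without agonist; some results beyond the cut were filed as inactive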
Target sequence (P32249 whole entry, looked up, the tested form may be a part): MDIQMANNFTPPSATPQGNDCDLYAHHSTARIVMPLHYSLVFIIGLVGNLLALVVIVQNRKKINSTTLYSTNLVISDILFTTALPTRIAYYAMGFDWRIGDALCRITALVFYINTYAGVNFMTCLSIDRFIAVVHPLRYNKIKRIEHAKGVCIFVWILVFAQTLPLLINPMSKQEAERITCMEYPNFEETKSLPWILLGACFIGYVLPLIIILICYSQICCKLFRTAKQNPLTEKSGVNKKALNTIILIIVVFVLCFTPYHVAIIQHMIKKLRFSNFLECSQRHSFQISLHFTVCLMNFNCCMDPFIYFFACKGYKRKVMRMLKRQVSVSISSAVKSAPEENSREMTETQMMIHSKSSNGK
ATG4B inh: blocks human ATG4B protease cleavage of LC3 substrate; Q9Y4P1; ATG4B cleavage of LC3-PLA2, NBD-HPC fluorescence, 1 h; inhibition, % at 8.33 µM; 340,000 tested, 0.51% active; AID 504462; in the data active means inhibition above about 40%
Target sequence (Q9Y4P1 whole entry, looked up): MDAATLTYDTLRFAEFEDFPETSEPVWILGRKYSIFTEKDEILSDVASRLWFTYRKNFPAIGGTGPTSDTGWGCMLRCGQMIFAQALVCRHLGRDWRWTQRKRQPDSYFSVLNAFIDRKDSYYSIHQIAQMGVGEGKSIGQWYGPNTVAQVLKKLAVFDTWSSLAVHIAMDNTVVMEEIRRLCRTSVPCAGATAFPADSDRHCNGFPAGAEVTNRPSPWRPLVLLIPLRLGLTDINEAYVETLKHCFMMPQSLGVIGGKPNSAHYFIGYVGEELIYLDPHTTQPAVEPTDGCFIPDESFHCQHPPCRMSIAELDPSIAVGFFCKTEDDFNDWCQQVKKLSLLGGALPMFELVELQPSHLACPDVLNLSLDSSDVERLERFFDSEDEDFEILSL
Gli-Sufu antag: Gli-Sufu pathway antagonism. Sufu-KO-LIGHT fibroblasts, Gli luciferase reporter luminescence. inhibition, % at 5 µM. 340,000 tested, 0.74% active;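 active means inhibition above about 55%, limit read from the data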;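 further: 0% = DMSO-treated cells and 100% = wells with medium but no cells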
CCR6 antag: CCR6 (human) receptor antagonism; P51684; CHO-K1 CCR6 PathHunter beta-arrestin, luminescence, CCL20-stimulated; inhibition, % at 20 µM; 340,000 tested, 0.49% active;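 active means compounds whose inhibition of the agonist-driven luminescence signal at 20 µM reaches about 50%, limit read from the data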;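 further: cells stimulated with CCL20 at 14 nM final; plate controls were DMSO with CCL20 for no effect and DMSO without agonist for full effect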
APJ ag: APJ receptor agonism; P35414; CHO-K1 APJ PathHunter beta-arrestin, luminescence; 0% DMSO wells, 100% apelin; activation, % at 20 µM; 330,000 tested, 0.11% active;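 active means activation more than six SD over the plate average, tested at 20 µM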;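 further: 0% = DMSO alone and 100% = apelin-13 at 10 nM; some results filed as inactive read as strong as hits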
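system = engineered CHO-K1 APJ arrestin reporter cells | input = 1000 cells per well | timing = overnight seeding, 90 min compound at 25 °C, 1 h detection | measured by = enzyme-fragment complementation luminescence | read-out = beta-arrestin recruitment to APJ as agonist activity, luminescent signal | control set = negative DMSO alone, positive Apelin-13 at 10 nM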
APJ antag: blocks the human apelin receptor APJ | CHO-K1 APJ beta-arrestin complementation, luminescence | inhibition, % at 20 µM | 330,000 tested, 0.32% active;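 active means inhibition above about 40% at 20 µM, limit read from the data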;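 further: cells challenged with 10 nM apelin-13 agonist together with compound; plate controls were apelin-13 plus DMSO wells for no effect and DMSO wells lacking apelin-13 for full effect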
CXCR6 inh: inhibitors of human CXCR6 receptor. CHO-K1 PathHunter CXCR6 beta-arrestin, luminescence. 360,000 tested, 0.36% active. O00574. inhibition, % at 20 µM; in the data active means inhibition above about 34%, passing the limit was not always enough;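 further: antagonist mode with CXCL16 agonist at 10 nM final; 0% = 10 nM CXCL16 with DMSO and 100% = unstimulated wells without agonist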
The depositor's hits bear a star; · = no result given. Hits appear at their usual frequency; any-hit rate near 3%.

Value order – UBC13 polyUb, EBI2 antag, ATG4B inh, Gli-Sufu antag, CCR6 antag, APJ ag, APJ antag, CXCR6 inh
1	CN1CCN(NC(=O)C2CC2)CC1
 : -2, -7, 8, 2, 4, -1, -16, 0
2	Cc1cc(C)nc(SCc2nnc(SCC(=O)Nc3ncc(C)s3)n2Cc2ccco2)n1
 : -9, 4, -6, -2, 10, -4, 2, 4
3	Cc1ccc(OCC(O)CN2CCc3ccccc3C2)c(C)c1 (centres undefined)
 : 11, 10, 5, -6, 21, 0, 13, 5
4	O=C(c1cccs1)c1no[n+]([O-])c1C(=O)c1cccs1
 : -2, 4, -8, 24, 4, 30*, -7, -11
5	COc1ccc(OC)c(-c2c(=O)n(OCc3ccccc3Br)c3ccccc3[n+]2[O-])c1
 : -10, -3, -6, 1, 18, -2, -8, 8
6	C[C@H](NC(=O)N1CCn2c1nc1ccccc12)C(=O)NCc1ccc(F)cc1
 : 1, -13, -7, 3, -6, -2, 2, -2
7	COc1ccccc1N1CCN(C2CCCN(Cc3cccc(O)c3)C2)CC1 (centres undefined)
 : 8, 4, -3, 12, 9, -2, 15, 1
8	O=c1cc(-c2c(O)c3ccccc3n(Cc3ccccc3)c2=O)[nH][nH]1
 : -6, -1, 0, 2, 7, -1, -33, -1
9	O=C(COC(=O)CNC(=O)c1ccccc1)Nc1ccc(S(=O)(=O)N2CCCC2)cc1
 : 1, 3, -8, 0, -1, -4, -2, -16
10	COc1ccc(S(=O)(=O)Nc2cccnc2)c(C)c1C
 : 8, -3, -6, 18, 7, -1, -10, 4
11	Cc1cc(C)nc(SC2CCOC2=O)n1 (centres undefined)
 : 0, -3, -3, 2, -3, -1, 3, 2
12	Cc1ccc(C)c(NC(=O)C2CCCN2C(=O)OC(C)(C)C)c1 (centres undefined)
 : 3, -5, -1, 4, -10, 1, -1, -11
13	Cc1cccc(C)c1OCc1nc2ccccc2c(=O)n1/N=C/c1ccc(OCC(=O)O)cc1
 : -16, -14, 53*, 9, 1, -4, 5, -5
14	COc1ccc(C(=O)Nc2cccc(NC(=O)c3ccc(OC)c(OC)c3)n2)cc1OC
 : 1, -38, -11, -10, -21, 1, 1, 3
15	COCCOC(=O)C1=C(C)NC(C)=C(C(=O)OCCOC)C1/C=C/c1ccccc1OC
 : -2, 4, -6, 5, 10, -4, -10, 3
16	Cc1ccccc1-n1ncc(C(C)NC(=O)c2ccccc2)c1C (centres undefined)
 : -5, -11, -13, 8, -4, -2, -1, -1
17	Cc1cc(S(=O)(=O)n2[nH]c(=O)c(CCO)c2C)c(Cl)cc1Cl
 : -7, 3, 0, -1, 3, 3, 0, -6
18	O=C(COC(=O)/C=C/c1ccccc1[N+](=O)[O-])Nc1ccc(S(=O)(=O)N2CCOCC2)cc1
 : -6, 1, -6, -2, 5, 0, 0, 6
19	Cc1nc(SCC(=O)NCC2CCCO2)c2cc(-c3ccccc3)sc2n1 (centres undefined)
 : 9, 15, -5, -20, -3, -2, 5, 8
20	O=C(COc1ncnc2ccccc12)NC1CCS(=O)(=O)C1 (centres undefined)
 : -1, 1, 8, -18, 10, 4, -9, -3
21	COc1ccc2cc(C(c3nnnn3C3CCCCC3)N3CCCCCC3)c3nnnn3c2c1 (centres undefined)
 : 3, 54*, 1, 0, 1, -6, 10, 10
22	O=C(CNC(=O)c1ccc(N2C(=O)c3ccccc3C2=O)cc1)OCC(=O)c1cccc2ccccc12
 : 13, 4, -10, 1, 14, 1, -3, -2
23	O=C(C(c1ccccc1)N1CCOCC1)N1CCOCC1 (centres undefined)
 : 1, -3, 12, -16, 14, 1, 10, -10
24	COc1ccc(C(=O)NCc2ccc3c(c2)cc(C)n3C)cc1OC
 : -5, 2, 1, 0, 10, -1, -8, -4
25	Cc1ccc(SC(CC(=O)c2ccc(C(C)(C)C)cc2)C(=O)O)cc1 (centres undefined)
 : -15, 6, 11, -3, -1, -1, 10, 2
26	CSc1cccc(NC(=O)CCCOc2ccc(Cl)cc2C)c1
 : -3, -13, -2, -10, 4, 0, 7, -1
27	N#Cc1ccccc1-c1ccccc1C(=O)N1CCCCC1
 : -1, -13, 1, 2, 1, 1, 10, 8
28	O=S(=O)(c1cccc2nsnc12)N1CCN(c2ccc(F)cc2)CC1
 : -9, -1, 2, -3, 5, 1, -13, 9
29	O=C(Oc1ccc(-c2cnc3ccccc3n2)cc1)c1ccco1
 : -7, 5, -5, -121, 0, -1, 9, 0
30	CC(C)NC(=O)c1cc2c(=O)n3ccccc3nc2s1
 : 4, -3, -1, 6, 11, -2, 2, -8
31	Cc1ccc(NC(=O)c2cc(S(=O)(=O)N3CCOCC3)cs2)cc1
 : 9, 20, 0, -1, 18, 3, -4, -14
32	Cc1ccc([N+](=O)[O-])cc1Nc1nc(N2CCCC2)nc(N2CCCC2)n1
 : -8, 20, -4, -2, -13, -3, 0, 3
33	CC1CCN(c2ccc3c(c2)S(=O)(=O)c2cccc(C(=O)O)c2C3=O)CC1
 : -61, -13, -8, -12, 5, -2, 9, 8
34	C=C(C)CN1CCN(c2c(CCC#N)c(C)c(C#N)c3nc4ccccc4n23)CC1
 : 0, -5, -6, 0, -18, 0, 6, -4
35	CCOc1ccccc1-n1c(N)c(C(N)=O)sc1=S
 : -10, -9, 2, 0, 5, -1, 8, 5
36	O=C(Nc1nnc(S(=O)(=O)N2CCOCC2)s1)c1ccccc1
 : -10, -3, 2, -8, -9, 0, 12, 3
37	COC(=O)c1ccc(CC(=O)c2c(C)cc(O)cc2O)o1
 : -8, -4, -5, 1, 9, -5, 0, 3
38	COc1cc(Br)cc(-c2nc3c(c(=O)[nH]c(=O)n3Cc3ccccc3)n2C)c1O
 : -6, -24, -13, 13, -1, -2, 0, 3
39	CS(=O)(=O)CCC(C(=O)OCc1ccc(Cl)cc1)N1C(=O)c2ccccc2C1=O (centres undefined)
 : 8, -5, -15, -4, 4, 0, 0, 2
40	COC(=O)c1c(N)sc2c1CCN(c1ncc(C(F)(F)F)cc1Cl)C2
 : 5, 17, -12, 3, 3, -4, -15, 6
41	O=C(N/N=C/c1ccccc1[N+](=O)[O-])c1cccs1
 : -3, -4, -10, -21, 7, -3, -2, -4
42	Cc1ccc(NC(=S)Nc2nc(CC(=O)Nc3ccccc3)cs2)cc1
 : 1, 18, 13, -51, 42, -8, 39, 27
43	COc1cc(C(=O)OCCc2cc3ccccc3c(=O)o2)cc(OC)c1OC
 : 3, -12, -14, 5, 6, -2, 8, 0
44	O=C(NCc1ccc(F)cc1)c1noc2c1CCCC2
 : -9, -6, -3, -11, -10, 4, 6, 4
45	Cc1ccc(COc2coc(CO)cc2=O)cc1
 : 0, 1, -5, -27, -24, -1, -4, -6

One compound at a time, from the list above:
Record of CC1CCN(c2ccc3c(c2)S(=O)(=O)c2cccc(C(=O)O)c2C3=O)CC1 : UBC13 polyUb = -61; EBI2 antag = -13; ATG4B inh = -8; Gli-Sufu antag = -12; CCR6 antag = 5; APJ ag = -2; APJ antag = 9; CXCR6 inh = 8
Record of O=C(Nc1nnc(S(=O)(=O)N2CCOCC2)s1)c1ccccc1 : UBC13 polyUb = -10; EBI2 antag = -3; ATG4B inh = 2; Gli-Sufu antag = -8; CCR6 antag = -9; APJ ag = 0; APJ antag = 12; CXCR6 inh = 3

A draw from above in order of heavy-atom count, ascending:
Value order – UBC13 polyUb, EBI2 antag, ATG4B inh, Gli-Sufu antag, CCR6 antag, APJ ag, APJ antag, CXCR6 inh
45	Cc1ccc(COc2coc(CO)cc2=O)cc1
 : 0, 1, -5, -27, -24, -1, -4, -6
44	O=C(NCc1ccc(F)cc1)c1noc2c1CCCC2
 : -9, -6, -3, -11, -10, 4, 6, 4
37	COC(=O)c1ccc(CC(=O)c2c(C)cc(O)cc2O)o1
 : -8, -4, -5, 1, 9, -5, 0, 3
36	O=C(Nc1nnc(S(=O)(=O)N2CCOCC2)s1)c1ccccc1
 : -10, -3, 2, -8, -9, 0, 12, 3
31	Cc1ccc(NC(=O)c2cc(S(=O)(=O)N3CCOCC3)cs2)cc1
 : 9, 20, 0, -1, 18, 3, -4, -14
33	CC1CCN(c2ccc3c(c2)S(=O)(=O)c2cccc(C(=O)O)c2C3=O)CC1
 : -61, -13, -8, -12, 5, -2, 9, 8

Further results follow:
item	compound	UBC13 polyUb	EBI2 antag	ATG4B inh	Gli-Sufu antag	CCR6 antag	APJ ag	APJ antag	CXCR6 inh
46	O=C(OCc1ccccc1)N1C=CC2CC1c1c(Cl)cccc12 (centres undefined)	·	9	7	0	14	·	·	-8
47	CCOC(=O)c1cc2sc(C)cc2n1C(C)C(=O)OCC (centres undefined)	0	8	1	-1	12	-7	15	8
48	CC(=O)Nc1ccc2c(c1)nc(CCN1CCC(C)CC1)n2C	4	3	-3	-11	4	-5	-28	-1
49	Cn1c(SCC(=O)c2ccc(F)cc2)nnc1-c1ccccc1N	2	9	-3	-23	-6	4	-7	4
50	O=C(c1noc2c1CCc1ccccc1-2)N1CCOCC1	8	6	7	-25	-2	-3	-5	-3
51	CC(C)(C)NC(=O)NCc1cccnc1	-1	-7	0	5	8	-2	-9	-9
52	COc1ccc(NC(=O)CCC(=O)Nc2cc(OC)c(NC(=O)c3ccco3)cc2OC)c(OC)c1	-1	-3	-2	15	8	-2	16	-2
53	C/C(Cn1nnc2ccccc21)=N\NC(=O)c1cccc(Br)c1	-7	-14	-5	2	7	1	-12	3
54	C[N+]12CCCCC1[C@@H](CO)CCC2 (some centres undefined)	-10	-14	2	2	7	-4	11	-2
55	Cc1nc2nc(COc3ccccc3)[nH]n2c(=O)c1Cc1ccccc1	-3	2	-2	6	6	-2	1	-2
56	COc1ccc2nc(COC(=O)c3ccco3)c(C(C)=O)[n+]([O-])c2c1	-11	12	-1	2	-4	4	1	1
57	CC1=CC(C)(C)NC(=O)N1c1ccc(C)cc1	5	-6	-11	6	7	-3	7	1
58	CC(C)c1ccc(C(O)c2nc3ccccc3n2C)cc1 (centres undefined)	8	-14	2	-11	12	-3	4	-10
59	CCOc1cc(/C=C(/NC(C)=O)C(=O)O)cc(Cl)c1OCc1ccc(Br)cc1	1	-6	-4	2	9	-4	-11	-4
60	CN(CCOc1ccccc1)CC(=O)Nc1cccc(Br)c1	15	3	11	-6	-1	-1	24	-7
61	Cc1c(S(=O)(=O)N2CCN(c3ccccc3)CC2)c(=O)n(C)c(=O)n1C	-2	-11	-10	44	12	-1	-25	0
62	COC(=O)C1CN(C(=O)COc2cc(C)c(Cl)c(C)c2)c2ccccc2O1 (centres undefined)	-5	-4	27	0	16	-2	-4	-2
63	Cc1nn(C)c(C(=O)NNC(=S)NCC(C)C)c1Cl	9	-6	-4	-22	12	-3	11	1
